Fam108B inh: counter-screen for RBBP9 inhibitors: inhibitors of mouse Fam108B; inhibition, % at 9.51 µM; 300,000 tested, 0.33% active; recombinant Fam108B, FP-Rh probe fluorescence polarization;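 active means inhibition above the screen mean inhibition plus 3 SD, computed separately per campaign, cut at about 18% in these data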;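 further: inhibitors lower polarization as less probe binds the enzyme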
pPAFAH FP inh: pPAFAH (human) enzyme inhibition; recombinant pPAFAH, FP-rhodamine probe fluorescence polarization; AID 463082; 330,000 tested, 1.5% active; inhibition, % at 3.39 µM;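 active means inhibition above the mean inhibition across the screen plus 3 SD, cut at about 25% in these data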;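 further: inhibitors block binding of the rhodamine activity-based probe so polarization drops; 0% = enzyme with DMSO and 100% = wells lacking pPAFAH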
PME-1 inh: PME-1 (human) inhibition | Q9Y570 | 320,000 tested, 0.53% active | inhibition, % at 5.9 µM | AID 2130 | recombinant PME-1, FP-Rh probe fluorescence polarization;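 active means inhibition above the campaign mean of all compounds plus 3 SD, cut at about 26% in these data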;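 further: competitive labeling of PME-1 active site by serine hydrolase directed probe; 0% = PME-1 with DMSO and 100% = wells lacking PME-1 enzyme; inhibitors block probe labeling so polarization falls and inhibition rises; many of its hits are not listed in these tables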
MEX-5 binding: C. elegans MEX-5 TCR-2 RNA binding activity. activity score (negative = inhibition of binding), % at 10 µM. Q9XUB2. 300,000 tested, 0.38% active. MEX-5/FITC-TCR2 RNA binding, fluorescence polarization; hits give low values;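 active means inhibition past about -25% in most replicates, and total fluorescence under double the plate's negative control median, limit read from the data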;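 further: 0% = DMSO and -100% = 5 µM competing unlabeled TCR2 RNA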
AHR act: human AHR activation; P35869; 320,000 tested, 2.5% active; activation, % at 5 µM; AHR-responsive luciferase reporter cells, luminescence; AID 2796; in the data active means activation above about 47%;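 further: 0% = vehicle wells and 100% = reference agonist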
MCL1-BIM inh: MCL1-BIM-BH3 interaction inhibition (human); AID 2057; GST-MCL1 / FITC-Bim-BH3 fluorescence polarization; Q07820; inhibition, % at 10.9 µM; 320,000 tested, 0.68% active;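 active means inhibition above the mean inhibition of all tested compounds plus 3 SD, set per campaign, cut at about 40% in these data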;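 further: 0% = DMSO wells and 100% = unlabeled Bim-BH3 peptide control; higher means more loss of mP so more displacement of Bim peptide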
Bcl-xL primary: blocks human Bcl-xL binding to Bim BH3 peptide. Q07817. 320,000 tested, 0.7% active. inhibition, % at 10.9 µM. GST-Bcl-xL / FITC-Bim BH3 peptide fluorescence polarization;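 active means inhibition above the mean of all tested compounds plus 3 SD, cutoff set per campaign, cut at about 30% in these data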;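 further: 0% = DMSO wells and 100% = unlabeled Bim-BH3 peptide competitor; inhibitors lower millipolarization by displacing the labeled peptide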
Target sequence (Q07817 whole entry, looked up): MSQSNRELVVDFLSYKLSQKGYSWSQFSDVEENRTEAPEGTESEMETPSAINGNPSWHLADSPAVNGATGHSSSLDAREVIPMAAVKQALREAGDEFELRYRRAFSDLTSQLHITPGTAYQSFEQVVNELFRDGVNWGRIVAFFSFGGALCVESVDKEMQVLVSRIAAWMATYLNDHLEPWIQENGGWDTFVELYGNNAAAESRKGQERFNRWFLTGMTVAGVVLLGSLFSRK
GLD-1 RNA inh: GLD-1-TGE RNA interaction inhibition (C. elegans). inhibition, % at 5.96 µM. 320,000 tested, 0.44% active. purified GLD-1 + fluorescein TGE RNA, fluorescence polarization;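 active means percent inhibition above a per-plate cutoff, the plate mean of test compounds plus 3 SD, cut at about 30% in these data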;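 further: 0% = DMSO wells with GLD-1 and probe and 100% = wells lacking GLD-1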
PAFAH1B2 FP inh: inhibitors of human PAFAH1B2; inhibition, % at 3.39 µM; P68402; AID 492953; 340,000 tested, 1.2% active; recombinant PAFAH1B2, FP-rhodamine activity probe, fluorescence polarization;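 active means inhibition above the mean of all tested compounds plus 3 SD, cut at about 24% in these data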;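 further: 0% = enzyme with DMSO and 100% = wells lacking PAFAH1B2; many of its hits are not listed in these tables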
Starred values were filed as active, the others as inactive; . = not tested or not shown.

No. | Structure | PAFAH1B2 FP inh | pPAFAH FP inh | Fam108B inh | GLD-1 RNA inh | MCL1-BIM inh
1 | CC(C)N(C(=O)CSc1ccc(S(=O)(=O)N2CCCCC2)cn1)C(C)C | 9 | 2 | . | -3 | 8
2 | O=C(COC(=O)/C=C/c1ccc(S(=O)(=O)N2CCc3ccccc32)cc1)NC1CCS(=O)(=O)C1 (stereo unspecified) | 10 | 6 | 0 | 5 | 5
3 | NC(=O)c1cc(NC(=O)CCc2nc3ccccc3s2)cc(C(N)=O)c1 | 10 | 4 | 1 | -5 | 1
4 | COc1cc(C2SCC(=O)N2c2nnc(C34CC5CC(CC(C5)C3)C4)s2)cc(OC)c1OC (stereo unspecified) | 5 | -1 | -7 | 3 | -2
5 | Fc1ccc(/C=N/Nc2nc(-c3cccnc3)nc3ccccc23)cc1 | 25* | 3 | -6 | -4 | 4
6 | O=C(Cc1cccc2ccccc12)NCCC1=CCCCC1 | 10 | 1 | 1 | 5 | 2

No. | PME-1 inh | MEX-5 binding | AHR act | Bcl-xL primary
1 | -6 | . | 0 | 6
2 | 6 | -0.6 | -1 | 3
3 | -3 | -1.6 | 1 | 4
4 | -7 | 0.8 | 1 | 8
5 | -11 | 4.0 | 70* | 4
6 | 0 | -1.4 | 13 | 5

Exported as tab-separated lines: entries from further up.
No.	Compound	PAFAH1B2 FP inh	pPAFAH FP inh	Fam108B inh	GLD-1 RNA inh	MCL1-BIM inh	PME-1 inh	MEX-5 binding	AHR act	Bcl-xL primary
5	Fc1ccc(/C=N/Nc2nc(-c3cccnc3)nc3ccccc23)cc1	25*	3	-6	-4	4	-11	4.0	70*	4
2	O=C(COC(=O)/C=C/c1ccc(S(=O)(=O)N2CCc3ccccc32)cc1)NC1CCS(=O)(=O)C1 (stereo unspecified)	10	6	0	5	5	6	-0.6	-1	3

Part of the list above, in transposed form:
#1 CC(C)N(C(=O)CSc1ccc(S(=O)(=O)N2CCCCC2)cn1)C(C)C
#2 O=C(COC(=O)/C=C/c1ccc(S(=O)(=O)N2CCc3ccccc32)cc1)NC1CCS(=O)(=O)C1 (stereo unspecified)
#3 NC(=O)c1cc(NC(=O)CCc2nc3ccccc3s2)cc(C(N)=O)c1
#4 COc1cc(C2SCC(=O)N2c2nnc(C34CC5CC(CC(C5)C3)C4)s2)cc(OC)c1OC (stereo unspecified)
#5 Fc1ccc(/C=N/Nc2nc(-c3cccnc3)nc3ccccc23)cc1
#6 O=C(Cc1cccc2ccccc12)NCCC1=CCCCC1

entry no.	1	2	3	4	5	6
PAFAH1B2 FP inh	9	10	10	5	25*	10
pPAFAH FP inh	2	6	4	-1	3	1
Fam108B inh	.	0	1	-7	-6	1
GLD-1 RNA inh	-3	5	-5	3	-4	5
MCL1-BIM inh	8	5	1	-2	4	2
PME-1 inh	-6	6	-3	-7	-11	0
MEX-5 binding	.	-0.6	-1.6	0.8	4.0	-1.4
AHR act	0	-1	1	1	70*	13
Bcl-xL primary	6	3	4	8	4	5

Screening data (PubChem BioAssay)

A portion of the library (hit frequency here may not be typical).
